Screening results: PubChem BioAssay, several laboratories
FadD28 binding: M. tuberculosis FadD28 bisubstrate binding inhibition. FadD28 bisubstrate probe binding, fluorescence polarization. inhibition, % at 12.5 µM. 0.22% of 360,000 active. AID 588549; in the data active = inhibition above about 8.5%, passing the limit was not always enough; inconclusive = no clear call, values can overlap the other calls
PfHsp40 yeast: rescue of PfHsp40-mediated yeast toxicity; S. cerevisiae expressing PfHsp40, growth rescue, ATP luminescence; growth rescue, % at 12.5 µM; 0.68% of 340,000 active; in the data active = growth rescue above about 28%, passing the limit was not always enough; inconclusive = no clear call, values can overlap the other calls;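 note: yeast W303a lacking pdr1 and pdr3 grown in galactose medium; growth measured after three days at 30 °C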
FBA Mtb inh: Mtb fructose-bisphosphate aldolase inhibition; purified M. tuberculosis FBA, fluorescence read-out; inhibition, % at 1 µM; 2.3% of 360,000 active; AID 588726; in the data active = inhibition above about 27%;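 note: 0% = vehicle and 100% = reference inhibitor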
Target sequence (P9WQA3 whole entry, looked up): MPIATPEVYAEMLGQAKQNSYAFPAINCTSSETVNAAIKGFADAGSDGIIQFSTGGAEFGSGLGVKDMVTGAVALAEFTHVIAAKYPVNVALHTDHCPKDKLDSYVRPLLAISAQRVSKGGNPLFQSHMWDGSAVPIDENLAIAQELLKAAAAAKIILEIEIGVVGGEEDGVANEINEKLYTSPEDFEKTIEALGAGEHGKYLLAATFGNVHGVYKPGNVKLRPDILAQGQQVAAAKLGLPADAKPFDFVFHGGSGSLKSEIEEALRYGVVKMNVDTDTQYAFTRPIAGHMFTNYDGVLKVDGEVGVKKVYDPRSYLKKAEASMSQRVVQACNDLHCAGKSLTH
Anthrax LF prot: anthrax lethal factor protease inhibition. inhibition, % at 10 µM. multiplex microsphere protease cleavage assay, LF. P15917. 0.12% of 360,000 active; note: plate controls were buffer without enzyme for full effect and enzyme alone for no effect
BioA inh: blocks M. tuberculosis BioA enzyme activity. purified M. tuberculosis BioA enzyme, plate reader. inhibition, % at 9.99 µM. 0.096% of 360,000 active. AID 602481; in the data active = inhibition above about 40%; inconclusive = no clear call, values can overlap the other calls
BoNT F protease: inhibitors of Botulinum neurotoxin F light chain protease | inhibition, % at 10 µM | 0.22% of 360,000 active | AID 588497 | Multiplex microsphere protease cleavage assay, flow cytometry; in the data active = inhibition above about 35%, passing the limit was not always enough; inconclusive = no clear call, values can overlap the other calls; note: plate controls were buffer without enzyme for full effect and enzyme alone for no effect
UGM FP inh: blocks M. tuberculosis UGM enzyme; purified UGM, fluorescence polarization probe displacement; inhibition, % at 10 µM; 0.06% of 320,000 active; in the data active = inhibition above about 10%, passing the limit was not always enough; inconclusive = no clear call, values can overlap the other calls
Target sequence (P9WIQ1 whole entry, looked up): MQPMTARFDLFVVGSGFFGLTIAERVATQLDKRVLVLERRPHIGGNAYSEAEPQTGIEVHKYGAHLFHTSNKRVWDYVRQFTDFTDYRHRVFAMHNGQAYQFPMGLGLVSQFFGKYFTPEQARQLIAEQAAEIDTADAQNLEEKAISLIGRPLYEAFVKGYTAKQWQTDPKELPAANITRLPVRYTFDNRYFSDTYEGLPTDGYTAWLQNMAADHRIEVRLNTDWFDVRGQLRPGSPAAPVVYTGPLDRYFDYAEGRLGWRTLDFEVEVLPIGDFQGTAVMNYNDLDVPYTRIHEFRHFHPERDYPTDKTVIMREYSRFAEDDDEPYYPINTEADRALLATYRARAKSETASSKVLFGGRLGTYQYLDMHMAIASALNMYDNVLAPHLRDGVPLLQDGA
BoNT-A LC inh2: blocks Botulinum neurotoxin A light chain protease; multiplex microsphere protease substrate cleavage, flow cytometry; inhibition, % at 10 µM; 0.17% of 360,000 active; AID 588499; note: plate controls were buffer without enzyme for full effect and enzyme alone for no effect
GDH-TPI counter: inhibits GDH-TPI coupling enzymes, artifact for Mtb FBA screen | 1.2% of 360,000 active | inhibition, % at 4.8 µM | GDH-TPI coupled enzyme counterscreen, NADH absorbance; in the data active = inhibition above about 30%;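 note: 0% = DMSO wells and 100% = wells lacking the enzyme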
The depositor's hits bear a star; u = inconclusive; x = not tested or not shown; & = joins results of further samples. Cut-off read from the data, not from the text of the source, unless noted: active = inhibition above about 30%; inconclusive = no clear call, values can overlap the other calls; inactive = below that.

| canonical_smiles | FadD28 binding | PfHsp40 yeast | FBA Mtb inh | Anthrax LF prot | BioA inh | BoNT F protease | UGM FP inh | BoNT-A LC inh2 | GDH-TPI counter |
| --- | --- | --- | --- | --- | --- | --- | --- | --- | --- |
| CN(C)CCCn1c(SCC(=O)N2CC(=O)Nc3ccccc32)nc2ccccc2c1=O | 0.6 | 0.6 | 2 | -3 | x | -6 | -0.9 | -1.8 | -1 |
| COCCc1nnc(NC(=O)C23CC4CC(CC(C4)C2)C3)s1 | -3.0 | -1.7 | -1 | -8 | -0.7 | -11 | -3.0 | -2.3 | -4 |
| COc1ccc(OP(=O)(Nc2ccccc2)Nc2ccccc2)cc1 | -1.1 | 0.9 | 0 | -13 | x | 14 | -0.5 | 16 | -3 |
| c1ccc(CNc2ncnc3nc[nH]c23)nc1 | -3.1 | -0.5 | -3 | 0 | 0.3 | -11 | 0.0 | 0.1 | -9 |
| NC(=O)C1=C[C@@H](c2ccccc2)C[C@@H](OCCCCO)O1 | 0.0 | 0.2 | 3 | 2 | 0.3 | 1 | 4.3 | -0.5 | 13 |
| COc1cccc(/C(N)=N/OC(=O)Cc2ccccc2[N+](=O)[O-])c1 | 1.2 | 1.2 | -1 | 2 | -4.0 | -6 | 0.8 | -0.5 | 26 |
| CCN1C(=C(C#N)C#N)C=Cc2ccccc21 | -0.6 | -1.4 | 2 | -1 | 0.6 | -2 | 5.4 | -0.9 | 4 |
| Cc1noc(C)c1NC(=O)Nc1ccc2c(c1)C(=O)N([C@H](C)CO)C[C@@H](C)[C@@H](CN(C)S(=O)(=O)c1cn(C)cn1)OCCCC[C@H](C)O2 | -3.9 | x | -1 | -6 | 1.4&2.7 | 1 | x | -0.7 | -15 |
| CCN(CC)c1ncnc2sc3c(c12)CCC3 | -1.6 | -0.4 | 1 | 2 | x | -16 | 2.4 | 0.4 | 3 |
| c1ccc(NCCCNc2ccccc2)cc1 | -0.5 | 0.2 | -1 | -4 | -3.8 | -10 | -0.9 | -0.2 | 8 |

The list goes on (four carried over from the part before).
| canonical_smiles | FadD28 binding | PfHsp40 yeast | FBA Mtb inh | Anthrax LF prot | BioA inh | BoNT F protease | UGM FP inh | BoNT-A LC inh2 | GDH-TPI counter |
| --- | --- | --- | --- | --- | --- | --- | --- | --- | --- |
| CCN1C(=C(C#N)C#N)C=Cc2ccccc21 | -0.6 | -1.4 | 2 | -1 | 0.6 | -2 | 5.4 | -0.9 | 4 |
| Cc1noc(C)c1NC(=O)Nc1ccc2c(c1)C(=O)N([C@H](C)CO)C[C@@H](C)[C@@H](CN(C)S(=O)(=O)c1cn(C)cn1)OCCCC[C@H](C)O2 | -3.9 | x | -1 | -6 | 1.4&2.7 | 1 | x | -0.7 | -15 |
| CCN(CC)c1ncnc2sc3c(c12)CCC3 | -1.6 | -0.4 | 1 | 2 | x | -16 | 2.4 | 0.4 | 3 |
| c1ccc(NCCCNc2ccccc2)cc1 | -0.5 | 0.2 | -1 | -4 | -3.8 | -10 | -0.9 | -0.2 | 8 |
| COC(=O)c1ccccc1NC(=O)c1ccc2c(c1)OCCO2 | -5.6 | 1.0 | 4 | 0 | -2.9 | -18 | 0.7 | -0.4 | 4 |
| O=C(Nc1cccc(Cl)c1)N1CCN(C2c3ccccc3-c3ccccc32)CC1 | -0.4 | 2.6 | 3 | -6 | x | u | -2.4 | u | 5 |
| O=[N+]([O-])c1ccc(CN2CC(N3CCC(Cc4ccccc4)CC3)CS2(=O)=O)cc1 (stereo unspecified) | -0.3 | x | 0 | 0 | -1.4 | -11 | x | -0.2 | 8 |
| CCCC(NCC(=O)Nc1ccccc1C(=O)NC1CC1)c1ccccc1 (stereo unspecified) | -4.1 | -0.7 | -5 | 1 | 0.6 | 11 | x | 6.3 | -2 |
| COc1ccc(-c2nc3scc(-c4ccccc4)n3n2)cc1 | -2.0 | -0.2 | 0 | -5 | -0.4 | -2 | 0.0 | 1.4 | -3 |
| O=C(CN1C(=O)/C(=C/c2cccc(Br)c2)SC1=S)N1CCCC1 | 1.2 | 0.2 | -1 | 1 | x | -12 | -0.3 | 0.1 | 4 |
| O=C1C2C3C=CC(C4CC34)C2C(=O)N1/N=C/c1ccc(-c2ccc(F)cc2[N+](=O)[O-])o1 (stereo unspecified) | 1.9 | -0.4 | -5 | -4 | -0.5 | -6 | -1.3 | 0.1 | 32* |
| CN1CCN(c2ccc(NC(=O)c3ccc(Cl)cc3)cn2)CC1 | 0.8 | -1.0 | 1 | -7 | x | -2 | 2.2 | -1.0 | 0 |
| CCCCC(CC)C1OCC(CN2CCCC2)O1 (stereo unspecified) | -1.1 | 0.1 | 1 | -3 | 0.8 | 11 | 1.2 | u | -1 |
| C(=N\N=C\c1cccs1)/c1cccs1 | -3.6 | 0.5 | -1 | 2 | x | 2 | -1.9 | 0.2 | 20 |
| COc1cccc(-c2cnc(C(O)c3cccc(CN4CCCCC4)c3)[nH]2)c1 (stereo unspecified) | -1.7 | x | -1 | -6 | 1.9 | -3 | x | -0.4 | -2 |
| Cc1ccc(S(=O)(=O)N2[C@@H](c3ccc(F)cc3)C(C(=O)O)=CC[C@H]2c2cccs2)cc1 | 0.3 | 1.0 | -2 | -10 | 0.2 | -1 | 1.0 | -0.2 | 7 |
| CC1(C)Cc2c(cnn2-c2ccccc2)C(NC(=O)C2(C(N)=O)CC2)C1 (stereo unspecified) | -4.9 | -1.3 | -2 | -4 | 0.6 | -9 | -0.2 | -2.9 | -5 |
| CN(C)CCCN(C(=O)c1cc2ccccc2oc1=O)c1nc2c(F)cccc2s1 | -3.0 | 0.0 | 4 | 0 | 2.6 | 0 | -0.1 | 0.6 | -5 |
| Cc1ccc(-c2cc(-c3ccccc3)nc(NN)n2)cc1 | -3.5 | -0.4 | 2 | -4 | 0.0 | -1 | -2.0 | -2.2 | 3 |
| OC[C@@H]1CN(Cc2ccc(-c3ccccc3)cc2)C[C@H](n2cnc3c(Nc4ccccc4)ncnc32)O1 | -1.9 | x | -1 | 0 | 0.1 | 4 | x | -0.1 | 2 |
| N=c1c2c(-c3ccccc3)c(-c3ccccc3)n(Cc3ccco3)c2ncn1CCO | -4.3 | 0.2 | 4 | 1 | 4.1 | 2 | 1.9 | 0.8 | 1 |
| COc1ccc(NC(=O)CN(C)CC(=O)Nc2sc3c(c2C#N)CCC3)cc1 | -2.9 | 1.7 | -1 | 2 | 1.4 | -1 | x | 2.7 | 4 |
| Cc1cccc(OCC(=O)N2CCC(c3ccccc3)C2)c1 (stereo unspecified) | -1.5 | -0.6 | -2 | -5 | 1.9 | -5 | 4.7 | 0.0 | -6 |
| CC1(C)CC2CC(C)(CN2C(=O)CN2C(=O)c3ccccc3C2=O)C1 (stereo unspecified) | -3.3 | 0.1 | -3 | -7 | 0.3 | -5 | -0.4 | -0.6 | 4 |
| Cc1cccc(OCCSc2nc3c([nH]2)c(=N)ncn3Cc2ccccc2)c1 | -3.8 | 1.2 | 2 | -7 | -2.6 | -4 | -0.6 | -0.5 | 5 |
| COc1cc(C)nc(N(Cc2ccccc2)S(=O)(=O)c2ccc(C)cc2)n1 | -1.9 | 1.6 | -1 | 0 | x | -5 | 1.9 | -0.1 | 10 |
| Nc1ccc(NC(=O)c2ccccc2)c2c1C(=O)c1ccccc1C2=O | 0.0 | 0.4 | 0 | 4 | -3.2 | 14 | -0.7 | 1.8 | 18 |
| CCOC(=O)N1CCN(C(=O)C2CCC(=O)N2C(C)C)CC1 (stereo unspecified) | -0.3 | -0.2 | 1 | 0 | 0.6 | 1 | -0.4 | 3.8 | 2 |
| COCCCNC(=O)CCC(=O)Nc1ccc2nc(N3CCOCC3)cc(C)c2c1 | -3.9 | -0.6 | 88* | -9 | -3.0 | -9 | -2.1 | -0.7 | 8 |
| O=C(CNC(=O)c1ccc(Cl)cc1)OCCN1C(=O)c2ccccc2C1=O | -1.7 | -1.5 | -1 | -3 | 0.4 | 0 | 0.6 | 1.4 | -2 |
| CCNc1nc(NCC)n2c(SCC(=O)N(CC)C3CCCCC3)nnc2n1 | -1.0 | 0.8 | 3 | 2 | x | -4 | 1.6 | 0.7 | 8 |
| CCOc1ccc(C(=O)N2CCN(CCc3ccccc3)CC2)cc1OCC | -3.5 | 1.2 | -2 | 4 | -0.4 | -13 | 0.3 | 0.1 | -17 |
| CCc1c(O)cc2n(c1=O)-c1ccccc1C2(C)C | -0.4 | -0.3 | -3 | 1 | 1.0 | -10 | 0.5 | 0.6 | 8 |
| Cc1cc(C)cc(C(=O)NC(CC(N)=O)c2ccc(N3CCN(c4ccccn4)CC3)c([N+](=O)[O-])c2)c1 (stereo unspecified) | -0.1 | -0.2 | 2 | -7 | 0.6 | -4 | 5.1 | 0.3 | 14 |
| COc1ccc(NC(=O)CSCC(=O)Nc2nnc(CC(C)C)s2)cc1 | -0.8 | -1.3 | -2 | x | -1.8 | x | -1.9 | x | -1 |
| Cc1ccc(-n2nnnc2SCC(=O)NC2CCS(=O)(=O)C2)c(C)c1 (stereo unspecified) | -0.7 | -0.1 | 0 | 0 | 0.5 | -6 | x | -1.9 | 7 |
| COCCOC(=O)C1=C(C)N=C2SCCC(=O)N2C1/C=C/c1ccccc1 (stereo unspecified) | -2.1 | -0.5 | -2 | 2 | 1.0 | 0 | 0.3 | 0.1 | 11 |
| COc1ccccc1CNC(=O)C1CCCN(S(=O)(=O)c2ccc3c(c2)C(C)(C)C(=O)N3C)C1 (stereo unspecified) | -0.6 | 0.1 | 3 | -1 | 0.8 | -4 | 0.9 | -0.4 | 4 |
| COc1ccccc1C(=O)NCCC(=O)N1CCN(c2cccc(C(F)(F)F)c2)CC1 | -0.6 | 1.5 | 1 | 0 | 3.2 | 8 | 0.6 | 1.4 | 0 |
| CCOC(=O)CNC(=O)C1Cc2ccccc2CN1S(=O)(=O)c1cccs1 (stereo unspecified) | -1.9 | -0.6 | 2 | -6 | x | -1 | 2.1 | -1.1 | 3 |
| O=C1c2ccccc2C(=O)N1Cc1nc2ccccc2c(=O)n1-c1ccc(Br)cn1 | -2.0 | -1.6 | 2 | 2 | -0.6 | 5 | -2.9 | -0.6 | 6 |
| Oc1ccc(C2Nc3cccc4cccc(c34)N2)cc1 | 0.0 | -0.5 | -2 | x | -1.6 | x | -2.6 | x | 33* |
| CCC(C)NS(=O)(=O)c1ccc(OCC(=O)N2CCCCC2)cc1 (stereo unspecified) | 0.5 | -1.7 | 0 | -2 | -3.2 | -4 | 0.7 | -0.5 | 8 |
| C/C(=N\NC(=O)c1cc(-c2ccncc2)nc2ccccc12)c1ccc(OC(F)F)cc1 | -3.6 | -0.6 | -7 | -1 | x | -3 | 2.0 | 0.6 | -7 |
| CC(C)CN(C(=O)CCCOc1ccc(Cl)cc1Cl)c1c(N)n(Cc2ccccc2)c(=O)[nH]c1=O | -1.3 | 0.5 | -2 | -1 | -3.0 | -7 | 2.2 | 0.7 | 6 |
| CCc1nnc2n1N=C(c1ccccc1)CS2 | -1.5 | 1.8 | 2 | -14 | -0.8 | 1 | 0.4 | -3.7 | 8 |
| CC1(C(=O)NS(=O)(=O)C2CC2)CCN(C(=O)COc2ccc(Cl)cc2Cl)C1 (stereo unspecified) | -0.4 | x | 1 | -5 | -0.7 | -4 | x | 0.0 | 10 |
| COc1cc(/C=C2\N=C(C)OC2=O)cc(Cl)c1OC(C)=O | -1.8 | -1.6 | -4 | -7 | -1.1 | 16 | -0.3 | -2.3 | 2 |
| O=C(NCc1ccccc1)/C(=C/c1ccc([N+](=O)[O-])cc1)NC(=O)c1ccco1 | -1.2 | 0.4 | -2 | 6 | -2.4 | 1 | 6.7 | 3.3 | 7 |
| COc1cccc(N(CC(=O)Nc2ccccc2C(=O)N2CCCC2)S(C)(=O)=O)c1 | -2.1 | 3.4 | 0 | 16 | -2.1 | 19 | 1.8 | 2.2 | -7 |
| O=C(c1cccs1)N1CCc2ccccc2C1 | 0.4 | 0.7 | 3 | -1 | x | -3 | 1.7 | 0.2 | 1 |
| CC(=O)Nc1ccccc1/C=C/c1ccc2c(C)ccc(O)c2n1 | -1.7 | -1.6 | 7 | 0 | x | -3 | -0.2 | 0.1 | 21 |
| COc1ccc2nc(-c3ccco3)c(-c3ccco3)nc2c1 | u | 1.1 | 4 | -15 | 0.3 | -4 | 2.3 | -2.0 | 6 |
